Screening data from PubChem BioAssay.
STAT3 act: activators of IL-6 induced STAT3 signaling; activation (% of control), % at 5.6 µM; U3A cells, IL-6 STAT3-luciferase reporter, luminescence; 100% = signal with IL-6 EC80 alone; actives 0.91% (n = 190,000);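 active means activation above the screen-wide mean of compound activation plus 3 SD, cut at about 130% in these data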;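 further: 0% = background luminescence of wells with medium and substrate only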
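Material: STAT1-lacking human U3A cells, STAT3 luciferase reporter | Benchmarks: IL-6-only wells as 100% reference | Probe or stimulus: IL-6 (33 ng/mL) | Timing: Compound 1 h, then IL-6 6 h at 37 °C | Detection: Luminescence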
FLuc inh counter: inhibits firefly luciferase, flagging false hits in luciferase inhibition screens | P08659 | ATPLite firefly luciferase biochemical luminescence, 10 min | inhibition, % at 10 µM | actives 1.5% (n = 200,000) | AID 1006;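 active means inhibition above about 50% when tested at 10 µM, limit read from the data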
Target sequence (P08659 whole entry, looked up): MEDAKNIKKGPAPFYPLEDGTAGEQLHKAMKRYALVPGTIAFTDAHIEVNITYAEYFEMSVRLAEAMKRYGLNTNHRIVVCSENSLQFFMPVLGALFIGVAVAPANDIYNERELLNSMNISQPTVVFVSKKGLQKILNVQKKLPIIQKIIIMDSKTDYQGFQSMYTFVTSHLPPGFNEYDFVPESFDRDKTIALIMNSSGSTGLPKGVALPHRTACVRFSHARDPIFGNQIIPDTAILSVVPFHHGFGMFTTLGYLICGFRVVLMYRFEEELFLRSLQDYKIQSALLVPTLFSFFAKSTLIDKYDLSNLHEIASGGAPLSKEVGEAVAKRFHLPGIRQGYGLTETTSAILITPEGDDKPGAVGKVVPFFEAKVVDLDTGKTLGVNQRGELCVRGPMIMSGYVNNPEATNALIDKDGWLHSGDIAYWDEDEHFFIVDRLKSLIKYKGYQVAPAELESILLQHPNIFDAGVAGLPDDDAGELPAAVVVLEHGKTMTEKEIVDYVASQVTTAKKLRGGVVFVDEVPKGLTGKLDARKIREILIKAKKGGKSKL
ROMK primary: human ROMK K+ channel modulation, primary screen; B-score at 10 µM; Tet-inducible ROMK, thallium flux fluorescence; actives lie on both sides; actives 2% (n = 130,000);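 active means signal ratio slope over the read window, or its plate-corrected B-score, at least 3 SD from the plate mean, either direction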;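 further: B-score of the F/F0 ratio slope over 7 to 12 s after thallium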
Target sequence (P48048 whole entry, looked up): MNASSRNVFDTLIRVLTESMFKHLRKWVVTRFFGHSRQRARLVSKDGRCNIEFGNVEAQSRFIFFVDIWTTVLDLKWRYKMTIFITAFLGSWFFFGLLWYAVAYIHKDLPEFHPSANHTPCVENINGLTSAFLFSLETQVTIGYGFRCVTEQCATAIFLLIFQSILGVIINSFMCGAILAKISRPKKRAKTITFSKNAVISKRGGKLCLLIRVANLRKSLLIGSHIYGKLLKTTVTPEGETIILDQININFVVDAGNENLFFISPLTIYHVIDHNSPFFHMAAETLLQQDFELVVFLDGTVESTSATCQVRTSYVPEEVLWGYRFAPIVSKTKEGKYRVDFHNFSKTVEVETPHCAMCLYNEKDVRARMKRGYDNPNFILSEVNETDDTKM
STAT1 activator: increases IFN-gamma driven STAT1 reporter signal | NIH 3T3 STAT1-luciferase reporter, luminescence; 100% = IFN-gamma alone, no compound | activation (% of control), % at 5.5 µM | actives 2.6% (n = 200,000) | AID 932;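 active means activation above the screen-wide mean activation plus 3 SD, cut at about 130% in these data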;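 further: raw ratio to IFN-gamma control signal so 100% means no change and 0% no light; values of inactives mirror those of a sister screen read the other way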
STAT3 blocker: STAT3 signaling inhibition. U3A cells, IL-6 STAT3-luciferase reporter, luminescence; host cell line lacks STAT1. inhibition, % at 5.5 µM. actives 0.89% (n = 190,000);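 active means inhibition above the mean inhibition across all screened compounds plus 3 SD, cut at about 44% in these data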;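 further: 0% = DMSO only wells and 100% = 100 µM nifuroxazide control wells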
NF-kB expr up: NF-kB expression increase, human neuronal cells; NF-kB reporter expression; stronger effect = higher value; fold change at 12.5 µM; actives 1.6% (n = 190,000); in the data active means fold change above about 3.3
APP 5UTR inh: APP translation inhibition. SH-SY5Y APP 5'UTR-luciferase reporter, luminescence. inhibition, % at 2 µM. actives 0.82% (n = 190,000);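 active means inhibition above a set limit, derived from the sample mean plus 3 SD, cut at about 45% in these data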; further: values of inactives mirror those of a sister screen read the other way
FLuc stim CS: firefly luciferase counter-screen for stimulation assays. P08659. ATPlite luciferase biochemical, luminescence, 10 min; 0 = ATP-free wells, 1 = DMSO control. activation factor at 10 µM. 200,000 tested, under 10 active. AID 1027;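 active means luciferase activation factor, scaled between plate controls, of at least 2 with compound at 10 µM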
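Assay system – cell-free luciferase reagent · Medium – PBS-based ATP solution · Dosing – test compounds dosed from 2 mM stocks in 100% DMSO · Timing – 10 min, room temperature · Technique – light output (luminescence) · Measure – luminescence gain marking luciferase activators · Controls – No-ATP low control, compound-free enzyme-plus-ATP high control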
STAT1 inh: inhibitors of IFN-gamma induced STAT1 signaling. AID 920. NIH 3T3 STAT1-luciferase reporter, luminescence. actives 0.35% (n = 200,000). inhibition, % at 5.5 µM;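 active means inhibition above a set limit, the mean inhibition across all tested compounds plus 3 SD, cut at about 34% in these data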;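 further: 0% = IFN-gamma with DMSO and 100% = IFN-gamma with 300 µM nifuroxazide; values of inactives mirror those of a sister screen read the other way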
APP 5'UTR act: APP 5'UTR luciferase reporter activation; SH-SY5Y APP 5'UTR luciferase reporter, luminescence; zero percent = DMSO vehicle wells; activation, % at 2 µM; actives 1% (n = 190,000); AID 1276;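 active means activation above a set limit, based on mean plus 3 SD of controls, cut at about 140% in these data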; further: values of inactives mirror those of a sister screen read the other way
Active calls of the source: *; . = not tested or not shown.

SMILES | STAT3 act | FLuc inh counter | ROMK primary | STAT1 activator | STAT3 blocker | NF-kB expr up | APP 5UTR inh | FLuc stim CS | STAT1 inh | APP 5'UTR act
COc1ccccc1NC(=O)Cn1cnc2c(oc3ccccc32)c1=O | 105 | 0 | . | 105 | -1 | 1.2 | -17 | 1 | -6 | 17
O=C(O)CC(C(=O)Nc1cccc(C(F)(F)F)c1)C1CCCO1 (stereo unspecified) | 99 | -5 | . | 100 | 5 | 1.4 | 3 | 1 | 0 | -3
COc1ccc(N(CCCN2C(=O)c3cccc4cccc(c34)C2=O)C(=O)c2ccncc2)cc1 | 113 | -5 | -0.73 | 130* | -14 | 0.9 | -4 | 1 | -34 | 4
COc1cc(C(=O)N(Cc2cc3ccccc3[nH]c2=O)CC2CCCO2)cc(OC)c1OC (stereo unspecified) | 95 | -6 | -0.89 | 104 | 10 | 1.1 | -16 | 1.1 | -6 | 16
Cc1ccc(-c2nc(C#N)c(NCCN3CCCCC3)o2)cc1 | 98 | -3 | -1.3 | 91 | 2 | 0.96 | -5 | 1 | 9 | 5
CN1/C(=C\C(=O)C[n+]2cccc(C(N)=O)c2)C(C)(C)c2ccccc21 | 102 | -6 | 1.1 | 100 | 6 | 1 | -12 | 1.1 | 0 | 12
Cc1ccc(CSc2nc3c(c(=O)[nH]2)C(c2ccncc2)C2=C(CCCC2=O)N3)cc1 (stereo unspecified) | 104 | -5 | . | 105 | -1 | 1 | -1 | 1 | -6 | 1
CCSc1ccc(-c2ccco2)nn1 | 101 | 18 | 0.82 | 117 | 4 | 1.2 | -29 | 0.8 | -18 | 29
O=C(NC1CCCc2ccccc21)c1ccc(CNc2c(N3CCOCC3)c(=O)c2=O)cc1 (stereo unspecified) | 104 | 0 | . | 96 | 0 | 1.2 | 2 | 1 | 5 | -2
O=C(CCS(=O)(=O)c1ccccc1)Nc1nc2c(s1)COc1ccccc1-2 | 89 | -6 | . | 98 | 22 | 1.2 | 14 | 1.1 | 2 | -14
CC(C)(C)c1ccc(C(=O)NCC(=O)O)cc1 | 99 | 1 | 1.1 | 96 | 6 | 1 | -2 | 1 | 2 | 2
CCN(CC)CCN(C(=O)CCOc1ccccc1)c1nc2c(F)cc(F)cc2s1 | 99 | -5 | -0.82 | 98 | 9 | 1 | 10 | 1.1 | 1 | -10
O=C(CSc1cccc[n+]1[O-])Nc1ccc2c(c1)OCO2 | 97 | -5 | 1.7 | 103 | 6 | 1.2 | -8 | 1 | -4 | 7
COC(=O)c1ccc(COc2ccccc2/C=N/Nc2cccc(C(=O)O)c2)cc1 | 97 | -2 | 0.75 | 99 | 9 | 1.4 | -60 | 1 | 0 | 60
CCN(CC)C(=O)c1cc(-c2ccccc2OC)on1 | 110 | 8 | . | 116 | -5 | 1.9 | -6 | 0.9 | -18 | 6
OCCn1c(CSc2nc3ccccc3n2CCO)nc2ccccc21 | 99 | -6 | . | 89 | 11 | 0.83 | 5 | 1.1 | 12 | -5
CC(=NCc1ccco1)c1c(C)[nH]n(-c2nc3ccccc3s2)c1=O | 92 | 35 | . | 128 | 11 | 1.5 | -153 | 0.6 | -43 | 153*
CCC(=O)OCCNc1cc(Sc2nc3ccccc3[nH]2)c2nonc2c1[N+](=O)[O-] | 102 | 1 | . | 108 | -2 | 0.17 | 70* | 1 | -8 | -70
Cc1ccc(-c2nn3c(C)nnc3s2)cc1N | 89 | 0 | . | 112 | 16 | 1.6 | -11 | 1 | -16 | 11
N#Cc1c(Cl)nsc1NC(=O)c1ccccc1 | 56 | 2 | 1.8 | 49 | 56* | 0.56 | 2 | 1 | 55* | -2
CN1C(=O)c2ccccc2C(C(=O)NCCCN2CCCC2)C1c1c[nH]c2ccccc12 (stereo unspecified) | 99 | -9 | 0.3 | 97 | 0 | 1.3 | 1 | 1.1 | 3 | -1
CCOC(=O)c1cnc2c(C)c(-c3ccccc3)[nH]n2c1=O | 100 | 8 | -0.87 | 106 | 0 | 0.98 | -3 | 0.9 | -7 | 3
COc1ccc(C2CC(=O)C(C=NCCCN3CCOCC3)=C(O)C2)cc1 (stereo unspecified) | 110 | -4 | . | 103 | -8 | 1.1 | -7 | 1 | -4 | 7
Cc1ccccc1Cn1c(=O)n(CCCC(=O)NCc2ccco2)c(=O)c2ccccc21 | 105 | -3 | -0.052 | 98 | -1 | 1.2 | -12 | 1 | 0 | 12
CCc1ccc2c(c1)C(c1ccc([N+](=O)[O-])cc1)=NNC(c1ccc(Br)cc1)=N2 | 95 | -4 | -0.13 | 87 | 7 | 1.1 | -5 | 1 | 13 | 5

Sorted by the number under NF-kB expr up (highest first): 7 from the list above
| SMILES | NF-kB expr up |
| --- | --- |
| Cc1ccc(-c2nn3c(C)nnc3s2)cc1N | 1.6 |
| COC(=O)c1ccc(COc2ccccc2/C=N/Nc2cccc(C(=O)O)c2)cc1 | 1.4 |
| O=C(CCS(=O)(=O)c1ccccc1)Nc1nc2c(s1)COc1ccccc1-2 | 1.2 |
| CCc1ccc2c(c1)C(c1ccc([N+](=O)[O-])cc1)=NNC(c1ccc(Br)cc1)=N2 | 1.1 |
| CN1/C(=C\C(=O)C[n+]2cccc(C(N)=O)c2)C(C)(C)c2ccccc21 | 1 |
| COc1ccc(N(CCCN2C(=O)c3cccc4cccc(c34)C2=O)C(=O)c2ccncc2)cc1 | 0.9 |
| CCC(=O)OCCNc1cc(Sc2nc3ccccc3[nH]2)c2nonc2c1[N+](=O)[O-] | 0.17 |

Additional structures:
SMILES | STAT3 act | FLuc inh counter | ROMK primary | STAT1 activator | STAT3 blocker | NF-kB expr up | APP 5UTR inh | FLuc stim CS | STAT1 inh | APP 5'UTR act
O=C(Cc1ccc(Cl)cc1)Nc1ccc(NC(=O)c2ccccc2)cc1 | 113 | 0 | . | 107 | -21 | 1.1 | -2 | 1 | -7 | 2
Nc1nnc(SCC(=O)Nc2cccc(S(N)(=O)=O)c2)s1 | 106 | -4 | -0.82 | 102 | 1 | 1.1 | -3 | 1 | -4 | 3
O=C(Cc1ccccc1)NCC(=O)OCC(=O)c1cccs1 | 105 | 0 | -0.34 | 102 | 2 | 1.1 | -20 | 1 | -2 | 20
Cc1ccc(C2=CSC3=NNC4(CCCCC4)NN23)cc1 | 92 | 4 | 0.15 | 103 | 17 | 2.9 | -6 | 1 | -4 | 6
COc1cc(-c2cc(OC)c3c(C)oc(C)c3c(=O)c2)ccc1O | 124 | -8 | 0.11 | 98 | -22 | 0.94 | 5 | 1.1 | 2 | -5
O=[N+]([O-])c1ccc(C2CCCC/C2=N/OCc2ccc(F)cc2)c([N+](=O)[O-])c1 (stereo unspecified) | 99 | -6 | . | 96 | 3 | 1.1 | -23 | 1.1 | 5 | 23
CCCCC(=O)Nc1ccc(C(=O)NNC(=O)c2ccc(C)c(Br)c2)cc1 | 114 | -2 | . | 95 | -23 | 1.2 | 19 | 1 | 6 | -19
CCN(CC)c1ccc(C(=S)N2CCN(c3ccccc3)CC2)cc1 | 102 | -4 | 0.58 | 106 | 5 | 0.93 | -1 | 1 | -6 | 1
CSC1=N/C(=C\c2ccc(Br)o2)C(=O)S1 | 105 | -2 | . | 98 | -2 | 1.2 | 6 | 1 | 2 | -6
CCOC(=O)Cn1cnc2c(C#N)c3n(c2c1=O)CCCCC3 | 103 | -6 | -0.3 | 93 | 4 | 1 | -17 | 1.1 | 8 | 17
Cc1cccc(N=Cc2c(O)cc(C)oc2=O)c1 | 98 | 10 | 0.58 | 113 | 7 | 1.2 | -2 | 0.9 | -18 | 2
Cc1ccc(OC(C)C(=O)O)cc1C (stereo unspecified) | 101 | -3 | 1 | 100 | 1 | 1.2 | 1 | 1 | -4 | -1
CCCCNC(=O)NNC(=O)c1ccoc1C | 98 | -2 | . | 103 | 8 | 1.2 | -4 | 1 | -3 | 4
CCOCCCNC(=O)C(c1ccc(OC)cc1)N(Cc1ccc2c(c1)OCO2)C(=O)c1ccccn1 (stereo unspecified) | 98 | -2 | -0.32 | 91 | 3 | 0.78 | -7 | 1 | 11 | 7
CCCOC(=O)C(C)n1c(-c2ccccc2)nc2ccccc2c1=O (stereo unspecified) | 101 | -7 | 0.47 | 95 | 6 | 0.9 | 7 | 1.1 | 5 | -7
COc1ccc(/C=N/Nc2ncnc(Cl)c2N)cc1OC | 96 | 16 | . | 106 | 8 | 0.83 | -12 | 0.8 | -6 | 12
CCOC(=O)C1(CC2CC2)CCN(Cc2ccc(C(=O)OC)cc2)CC1 | 95 | -2 | -0.5 | 99 | 8 | 1.3 | 7 | 1 | 0 | -7
CCOC(=O)c1oc2ccccc2c1CSc1nnc(-c2ccco2)o1 | 109 | -5 | -0.39 | 106 | -4 | 1.2 | -41 | 1.1 | -8 | 75
Cn1c(CNC(=O)Nc2ccccc2Cl)nnc1SCc1ccccc1 | 97 | -5 | . | 103 | 13 | 1.3 | -15 | 1 | -4 | 15
O=C(COc1ccc(-n2cnnn2)cc1)N1CCN(c2ccc(F)cc2)CC1 | 102 | -10 | . | 99 | 0 | 0.73 | -3 | 1.1 | 1 | 3
COC(=O)N/N=C(\C)c1ccccc1Br | 95 | -2 | . | 103 | 10 | 0.97 | 5 | 1 | -3 | -5
O=C(COC(=O)CCc1ccc(S(=O)(=O)N2CCOCC2)cc1)NC(=O)NC1CCCCC1 | 109 | -11 | -0.38 | 100 | 1 | 1.1 | -3 | 1.1 | -2 | 3
CC(C)NC(=O)NC(=O)COC(=O)c1ccc(F)cc1F | 100 | -7 | . | 106 | -4 | 1.4 | -16 | 1.1 | -7 | 16
O=C(Cn1c(CN2CCCCC2)nc2ccccc2c1=O)NC1CCCCC1 | 100 | -12 | . | 105 | 7 | 1 | -8 | 1.1 | -6 | 8
Cc1cc(NC(=O)CSc2nncn2N)no1 | 97 | -4 | -0.8 | 102 | 14 | 1.2 | 23 | 1 | -2 | -23
Cc1ccc(CN2CCN(/N=C/c3cc(Br)cc(Br)c3O)CC2)cc1 | 104 | -4 | 0.43 | 108 | -6 | 0.97 | 23 | 1 | -9 | -23

6 compounds from above, sorted by formula weight, ascending.
SMILES | STAT3 act | FLuc inh counter | ROMK primary | STAT1 activator | STAT3 blocker | NF-kB expr up | APP 5UTR inh | FLuc stim CS | STAT1 inh | APP 5'UTR act
Cc1cccc(N=Cc2c(O)cc(C)oc2=O)c1 | 98 | 10 | 0.58 | 113 | 7 | 1.2 | -2 | 0.9 | -18 | 2
Cc1ccc(C2=CSC3=NNC4(CCCCC4)NN23)cc1 | 92 | 4 | 0.15 | 103 | 17 | 2.9 | -6 | 1 | -4 | 6
CSC1=N/C(=C\c2ccc(Br)o2)C(=O)S1 | 105 | -2 | . | 98 | -2 | 1.2 | 6 | 1 | 2 | -6
O=C(Cn1c(CN2CCCCC2)nc2ccccc2c1=O)NC1CCCCC1 | 100 | -12 | . | 105 | 7 | 1 | -8 | 1.1 | -6 | 8
Cc1ccc(CN2CCN(/N=C/c3cc(Br)cc(Br)c3O)CC2)cc1 | 104 | -4 | 0.43 | 108 | -6 | 0.97 | 23 | 1 | -9 | -23
O=C(COC(=O)CCc1ccc(S(=O)(=O)N2CCOCC2)cc1)NC(=O)NC1CCCCC1 | 109 | -11 | -0.38 | 100 | 1 | 1.1 | -3 | 1.1 | -2 | 3
